m5-HT2A agonist = mouse HTR2A agonism via beta-arrestin recruitment; 0.66% of 360,000 active; activation, % at 7.6 µM; AID 624169; CHO-K1 mHTR2A beta-arrestin complementation, luminescence; percent of 30 µM serotonin response;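 active = activation above a run cutoff, the mean activation of all tested compounds plus 3 SD, cut at about 14% in these data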;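 also: 0% = plate median of compound wells and 100% = 30 µM serotonin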
CaV13 FRET inh = Disruptors of the CACNA1D IQ motif to Ca2+-dependent inactivation inhibitor domain association, primary screening, Förster resonance energy transfer in intact living …; HEK cells, CFP/YFP FRET ICDI-IQ, plate reader, 10 min; percent FRET-ratio fall versus neutral wells; inhibition, % at 12.3 µM; 0.098% of 340,000 active; AID 743397;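 active = mean replicate inhibition of at least 30% and at least 1% of replicates passing that level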;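 also: 0% = median of the neutral control wells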
iPSC survival up = increases survival of single human iPS cells; hiPSC single-cell survival, ATPlite luminescence; 100% = ROCK inhibitor wells, 0% = DMSO; survival enhancement, % at 20 µM; 0.044% of 360,000 active; in the data active = survival enhancement above about 18%;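 also: cells exposed to compounds for 16 hours before the ATP read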
PDI inh = blocks human protein disulfide isomerase activity; PDI insulin aggregation turbidity, A650, 90 min; inhibition, % at 10 µM; 0.052% of 350,000 active;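 active = mean inhibition across replicates of 30% or more, whatever share of single replicates reach that level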;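 also: absorbance from insulin aggregation driven by PDI reduction with DTT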
ABCB6 inh MLPCN = human ABCB6 transporter inhibition; K562-ABCB6 porphyrin accumulation, flow cytometry, 1 h; hits give low values; fluorescence ratio to DMSO, % at 10 µM; AID 602162; 0.19% of 360,000 active; Q9NP58;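 active = fluorescence ratio to DMSO below 75%, the collection mean minus 3 SD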;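 also: signal is porphyrin accumulated inside mitochondria; 100% equals median channel fluorescence of DMSO control wells; lower ratio means ABCB6 inhibition with less porphyrin fluorescence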
Target sequence (Q9NP58 whole entry, looked up): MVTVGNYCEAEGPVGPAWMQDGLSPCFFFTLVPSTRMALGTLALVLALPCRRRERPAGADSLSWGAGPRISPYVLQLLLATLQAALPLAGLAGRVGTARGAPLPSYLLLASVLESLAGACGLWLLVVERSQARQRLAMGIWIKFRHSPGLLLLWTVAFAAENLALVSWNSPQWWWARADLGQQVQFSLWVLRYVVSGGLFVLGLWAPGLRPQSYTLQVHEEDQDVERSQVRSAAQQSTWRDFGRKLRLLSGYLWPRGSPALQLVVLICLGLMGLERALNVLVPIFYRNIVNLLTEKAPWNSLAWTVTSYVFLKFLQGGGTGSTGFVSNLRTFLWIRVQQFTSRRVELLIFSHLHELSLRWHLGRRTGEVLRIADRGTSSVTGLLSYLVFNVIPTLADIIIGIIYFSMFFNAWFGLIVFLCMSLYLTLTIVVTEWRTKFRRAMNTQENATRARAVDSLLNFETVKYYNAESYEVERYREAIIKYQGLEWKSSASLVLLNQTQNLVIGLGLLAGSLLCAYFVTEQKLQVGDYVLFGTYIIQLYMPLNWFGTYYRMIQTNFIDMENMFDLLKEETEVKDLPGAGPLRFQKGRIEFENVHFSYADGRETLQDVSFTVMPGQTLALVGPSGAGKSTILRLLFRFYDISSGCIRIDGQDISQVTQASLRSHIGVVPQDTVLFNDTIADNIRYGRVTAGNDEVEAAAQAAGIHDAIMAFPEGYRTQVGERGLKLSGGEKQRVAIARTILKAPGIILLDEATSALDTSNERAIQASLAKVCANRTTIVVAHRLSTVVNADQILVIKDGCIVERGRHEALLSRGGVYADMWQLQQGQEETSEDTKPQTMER
H9c2 protect = modulators protecting cardiomyocytes from myocardial damage. protection from H2O2 cell death, % at 20 µM. AID 588492. H9c2 cardiomyocytes, H2O2 injury protection, ATPLite, 2 h. 0.63% of 360,000 active;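 active = compounds giving at least 50% protection of heart cells from peroxide-induced death in the single-dose screen, raw or plate-pattern-corrected value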;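 also: 0% = DMSO wells with peroxide and 100% = DMSO wells without peroxide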
Vif imaging = inhibitors of HIV Vif; HEK293T cells, Vif self-association by quenched fluorescence, imaging, 24 h; inhibition, % at 7.49 µM; 0.35% of 340,000 active; in the data active = inhibition above about 50%, passing the limit was not always enough; also: some results filed as inactive read as strong as hits
N-glyco inh = N-linked glycosylation inhibition; D54 ERlucT glycosylation luciferase reporter, 24 h; percent of 100 nM tunicamycin response; reporter increase, % at 12.5 µM; 0.23% of 360,000 active;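 active = mean luciferase reporter signal, scaled so untreated is 0 and the glycosylation-blocking control 100, at or above a set limit in every replicate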;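 also: luciferase carries N-glycosylation sites so blocking glycosylation raises the light; 0% = median of neutral control wells and 100% = median of 100 nM tunicamycin wells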
Granule exo inh = blocks lytic granule exocytosis | TALL-104 LAMP-1 surface exposure, flow cytometry; cells stimulated with thapsigargin and PMA | inhibition, % at 10 µM | 0.66% of 360,000 active;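 active = inhibition above about 55%, limit read from the data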
aDG glyco up = increases alpha dystroglycan glycosylation; activation, % at 10 µM; AID 624168; Pro5-aDG cells, alpha-DG glycosylation AlphaScreen (IIH6); 0% Pro5, 100% B10-LARGE cell signal; 0.22% of 360,000 active;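 active = activation of at least 8% versus controls, or a plate z-score of at least 8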;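 also: Pro5 are CHO cells carrying HIG-tagged alpha-DG that lacks glycosylation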
An asterisk follows results filed as active; · = no result given.

SMILES | m5-HT2A agonist | CaV13 FRET inh | iPSC survival up | PDI inh | ABCB6 inh MLPCN | H9c2 protect | Vif imaging | N-glyco inh | Granule exo inh | aDG glyco up
O=S(=O)(NC1CCCC1)c1ccc(S(=O)(=O)N2CCCN(Cc3ccccc3)C2)cc1 | 3 | -5 | -0.8 | 0 | 99 | -12 | -5 | -5 | -2 | 0.5
COc1cc(OC)c(OC)cc1CN1CCCC(C(=O)N2CCCC2)C1 (stereo not given) | 9 | -2 | -0.8 | 0 | 101 | 1 | -1 | -2 | 1 | 0.1
C=CCN1C(=O)C(=O)N(CC(=O)NCC(=O)Nc2ccc(F)c(F)c2F)C1=O | 0 | -6 | 0.2 | 9 | 92 | 7 | 27 | 3 | -2 | 0.0
COc1ccc(S(=O)(=O)N2CCOCC2)cc1OC | -4 | -3 | 0.5 | -9 | 103 | 4 | · | 0 | 4 | 0.0
COc1cc(Cl)c(S(=O)(=O)NCCCn2ccnc2)cc1Cl | 0 | -5 | 0.0 | 15 | 102 | -7 | -12 | 0 | 10 | -0.1
CC(Sc1nc(-c2ccccc2)cc(C(F)(F)F)n1)C(=O)N1CCCCC1 (stereo not given) | -7 | · | -1.0 | 4 | 99 | -11 | -7 | -4 | 6 | 0.3
CCOC(=O)CC(c1ccc([N+](=O)[O-])cc1)n1c(C)ccc1C (stereo not given) | -1 | 4 | -0.9 | -1 | 96 | -15 | 3 | 7 | 2 | -0.2
COC(=O)c1ccc(-c2nc3ccccc3[nH]2)cc1 | 0 | -6 | -3.9 | 2 | 97 | -19 | -3 | -12 | -3 | 0.2
Cc1cc(C(=O)Nc2cccc(/C=C/C(=O)O)c2)c(C)o1 | -3 | -9 | -0.5 | -11 | 99 | 8 | 17 | 0 | -2 | 0.0
O=C(CCS(=O)CCC(=O)NCc1ccccc1)NCc1ccccc1 | 4 | -5 | 0.5 | -1 | 101 | -4 | -4 | 2 | 2 | 0.3
O=S(=O)(Cc1ccc(Cl)cc1)N1CCCC1 | -2 | -8 | 2.2 | 0 | 106 | 7 | 0 | 1 | 2 | 0.2
CN(C)c1ccc(N=Nc2ccc(S(=O)(=O)O)cc2)c2ccccc12 | -5 | -4 | -1.7 | -7 | 98 | 3 | -4 | -1 | 24 | -0.2
CSc1nc(C)cc(-n2cc(F)c(=O)[nH]c2=O)n1 | 6 | -4 | -1.2 | 10 | 132 | 6 | 22 | -1 | 2 | 0.0
CCOC(=O)C1=C(C)OC(N)=C(C#N)C1c1c(C)nn(-c2ccccc2)c1Cl (stereo not given) | 7 | -5 | -1.1 | -1 | 103 | -1 | · | · | 0 | 0.3
COc1ccccc1N=Nc1c(C)[nH][nH]c1=O | 3 | -4 | -0.3 | 12 | 97 | 21 | 11 | 2 | 2 | 0.0
Cc1ccc(C(=O)N2CCN(c3ccc(NC(=O)c4cccnc4)cc3)CC2)cc1 | -1 | -5 | 0.5 | 7 | 95 | -2 | 2 | -4 | -1 | 0.4
CCn1cc(C(=O)OCC(=O)N2C(C)CCCC2C)c(=O)c2ccc(C)nc21 (stereo not given) | -2 | -2 | -0.1 | 4 | 97 | 5 | 1 | -1 | 2 | -0.2
Cc1nn(-c2ccccc2)cc1C(c1c(N)[nH]c(=S)[nH]c1=O)c1c(N)[nH]c(=S)[nH]c1=O | 0 | -26 | -3.0 | -4 | 95 | 0 | 0 | 0 | 19 | -0.1
Nc1ncnc2c1ncn2[C@@H]1O[C@H](C(=O)NCc2ccc3c(c2)OCO3)[C@@H](O)[C@H]1O | 1 | -5 | 5.9 | · | 99 | -2 | 2 | 1 | 1 | 0.0
CCCCC(=O)N/N=C(\C)CC(=O)Nc1ccccc1Br | -5 | -3 | 2.5 | 5 | 104 | 7 | 13 | 2 | -1 | -0.2
O=C(O)CCCCCNC(=O)c1ccc(C(=O)NCCCCCC(=O)O)cc1 | 3 | 1 | -0.8 | -1 | 99 | 6 | -15 | 1 | 4 | 0.1
O=C(c1ccco1)N1CCN(Cc2cc(=O)c(OCc3ccccc3Cl)co2)CC1 | -4 | -6 | 3.4 | 8 | 101 | -1 | 3 | 0 | -1 | 0.0
O=CNc1cc(-c2cccc(F)c2)cn2c(-c3ccc(F)cc3)cnc12 | -5 | -11 | 0.3 | 2 | 97 | 4 | -1 | -3 | 4 | -0.1
Cc1ccc(-c2[nH]n3c(=O)c4c(nc3c2C)CCCC4)cc1 | 10 | -3 | 1.5 | 1 | 102 | 9 | -4 | 4 | -5 | 0.0
CCC(COC)NCc1cn(-c2ccc(OC)cc2)nc1-c1cccc(F)c1 (stereo not given) | 1 | 4 | 0.6 | 1 | 123 | -1 | 3 | -3 | 1 | 0.5
Nn1c(SCc2ccc(F)cc2)nnc1-c1cccnc1 | 1 | -4 | -0.5 | -3 | 110 | 2 | 4 | 8 | 16 | 0.0
COc1ccc(OCC(=O)N2CCN(S(=O)(=O)c3ccccc3[N+](=O)[O-])CC2)cc1 | -1 | -4 | 0.0 | 1 | 101 | 4 | -6 | 4 | -1 | 0.0
O=C(CSc1nc2c(c(=O)n1-c1ccc(F)cc1)SCC2)Nc1ccc2c(c1)OCO2 | -5 | -3 | -1.3 | 26 | 97 | 1 | -1 | 2 | -2 | -0.2
C=CCOC(=O)C1C(=O)CC(C)(O)C(C(=O)OCC=C)C1c1ccc(N(C)C)cc1 (stereo not given) | -2 | -5 | 0.0 | 11 | 98 | 29 | -1 | 2 | 1 | 0.1
COc1ccc2ccccc2c1CNC(=O)CC1C(=O)NCCN1CC(C)(C)C (stereo not given) | -3 | 2 | -0.2 | 2 | 101 | -9 | -4 | 0 | 1 | 0.1
CCCCOc1ccc(C(=O)Nc2ccc(S(=O)(=O)Nc3onc(C)c3C)cc2)cc1 | 13 | -8 | -0.2 | -8 | 88 | -6 | -7 | 2 | -2 | -0.4
CN(C)c1cccc(C(=O)NNC(=O)NC2CCCCC2)c1 | 2 | -17 | -0.6 | 3 | 100 | 2 | 5 | 1 | -1 | 0.1
O=C(Nc1ccc(Cl)cc1C(F)(F)F)c1ccc(Cl)cc1 | 1 | -2 | -1.4 | 7 | 95 | -17 | 23 | 0 | -1 | 0.0
CCN(CC(=O)Nc1ccc2c(c1)OCCO2)C(=O)C(C)Oc1ccc(F)cc1 (stereo not given) | -1 | -5 | -0.5 | -10 | 100 | -4 | -5 | 2 | -5 | -0.1
CCOC(=O)N1CCN(C(=O)C[C@@H]2C[C@@]3(C(=O)OCC)CCCC=C3N(Cc3ccccc3)C2=O)CC1 | 2 | -6 | · | · | · | · | · | · | -2 | 0.4
CSCC[C@@H](CO)NC(=O)c1ccc2nc(C3CCCCC3)oc2c1 | 3 | -5 | -0.7 | -1 | 101 | -2 | 5 | -2 | 1 | -0.1
CSc1ccc(CN(C)C(=O)c2cccc(S(=O)(=O)NCc3ccccc3)c2)cc1 | 0 | -2 | 1.6 | 1 | 102 | -12 | -20 | -4 | 10 | 0.0
CC1(C(=O)NS(=O)(=O)c2ccccc2OC(F)(F)F)CCN1C(=O)Cc1ccccc1 (stereo not given) | 0 | -5 | 3.0 | 3 | 96 | -3 | 24 | 2 | 8 | 0.1
COCCSc1nnc(NC(=O)CCS(=O)(=O)c2ccccc2)s1 | -4 | -3 | 0.1 | 1 | 98 | 4 | 26 | -10 | -6 | 1.2
CCCNC(=O)N1CCC(Cc2ccccc2)CC1 | 5 | -6 | 0.1 | 9 | 103 | 1 | -1 | -2 | 1 | 0.1
O=[N+]([O-])c1ccc(COc2ccccc2CN2CCOCC2)cc1 | -8 | -6 | -2.6 | -6 | 98 | 2 | -3 | -1 | 10 | 0.0
C/C(=N\NC(=O)c1ccc(F)cc1)c1cccc(NC(=O)c2cccc(F)c2)c1 | 0 | · | -0.4 | 8 | 95 | 4 | 0 | -2 | -2 | -0.1
CCC1=C(OC(=O)N(CC)CC)N2C(=O)OC(=NCc3ccccc3)[C@]2(C)[C@H]2C1=CC[C@H]1C(=O)N(CC)C(=O)[C@H]12 | 1 | -6 | 1.4 | 5 | 97 | 3 | -3 | 0 | 12 | 0.4
O=S(=O)(c1ccccc1C(F)(F)F)N1CCN(c2ncnc3sccc23)CC1 | 5 | -6 | -0.3 | 19 | 95 | -24 | -12 | -2 | -2 | 0.7
CCCNC(=O)c1ccccc1NC(=O)c1ccccc1SC | 3 | 1 | -0.1 | -3 | 82 | 18 | -4 | 1 | -11 | -0.1
Cc1ccc(C)c(S(=O)(=O)N2CCN(C(=O)c3cc(-c4cccs4)nn3-c3ccccc3)CC2)c1 | 2 | -6 | -0.6 | 3 | 93 | -8 | -13 | -7 | 1 | -0.4
COCCCN1C(=O)C(CC(=O)NCc2cccc3ccccc23)CC(C(=O)N(C)C)=C1C (stereo not given) | 11 | -9 | -1.2 | 6 | 104 | -4 | 0 | 2 | -2 | 0.0
O=C(NCC(c1ccc(F)cc1)N1CCOCC1)c1ccc(C(=O)c2ccccc2)cc1 (stereo not given) | -6 | -6 | -0.5 | 5 | 96 | -1 | -1 | -4 | 4 | 0.2
CCCn1cnc2c(SCc3ccccn3)nc(N)nc21 | 7 | -5 | 4.2 | 15 | 94 | 7 | -4 | 2 | 4 | 0.4
COc1ccc(S(=O)(=O)NC2CC(C)(C)NC(C)(C)C2)cc1 | 3 | -3 | -0.5 | -6 | 90 | -7 | -3 | -1 | 18 | -0.3
Cc1cnc(C(=O)OCC(=O)Nc2ccc(Oc3ccccc3)cc2)cn1 | -4 | · | 1.4 | -6 | 104 | 6 | 8 | -5 | -3 | -0.3
Cc1nc2ccccc2[nH]c1=O | -2 | -3 | -0.5 | 6 | 95 | 3 | -4 | 2 | -6 | -0.1
Nc1nc(NC(=O)/C=C/c2ccc(F)cc2)nn1-c1ccccc1 | 6 | -20 | 0.2 | 11 | 95 | 0 | -4 | 0 | -4 | 0.1
COc1ccc(NC(=S)Nc2ccccn2)cc1 | 3 | -2 | 1.0 | 3 | 101 | 0 | -1 | -1 | -1 | 0.3
Cc1ccc(C(=O)NCC(c2ccco2)N2CCc3ccccc3C2)cc1 (stereo not given) | -8 | -6 | 0.1 | -1 | 95 | 2 | 5 | 2 | 4 | 0.5
Cn1c(C(=O)O)c(CC(=O)NCc2cccnc2)c2ccccc21 | -1 | 0 | 3.7 | 3 | 88 | -1 | 9 | 0 | -4 | 0.1
Nc1cc(=O)n(Cc2ccccc2)c(=O)n1-c1ccc(F)cc1 | 7 | -5 | 1.5 | 0 | 94 | -6 | -11 | 1 | -4 | 0.0
COc1ccc(/C=N/Nc2nc3ccccc3[nH]2)c(OC)c1OC | -7 | 4 | -0.1 | 2 | 94 | 5 | 0 | -14 | -8 | 0.2
CN1CCN(Cc2c(O)ccc3c2oc(=O)c2ccccc23)CC1 | 2 | -5 | -3.7 | -1 | 100 | 12 | -10 | 5 | -4 | 0.4
COc1ccc(S(=O)(=O)N2CCC(C(=O)NCCC(=O)NCCc3cccc(F)c3)CC2)cc1 | 1 | -4 | 3.9 | 14 | 103 | 1 | -1 | -1 | 0 | 0.0

Arranged by count of non-hydrogen atoms (smallest number first): some entries from above
SMILES | m5-HT2A agonist | CaV13 FRET inh | iPSC survival up | PDI inh | ABCB6 inh MLPCN | H9c2 protect | Vif imaging | N-glyco inh | Granule exo inh | aDG glyco up
Cc1nc2ccccc2[nH]c1=O | -2 | -3 | -0.5 | 6 | 95 | 3 | -4 | 2 | -6 | -0.1
COc1ccc(S(=O)(=O)NC2CC(C)(C)NC(C)(C)C2)cc1 | 3 | -3 | -0.5 | -6 | 90 | -7 | -3 | -1 | 18 | -0.3
Cc1ccc(C)c(S(=O)(=O)N2CCN(C(=O)c3cc(-c4cccs4)nn3-c3ccccc3)CC2)c1 | 2 | -6 | -0.6 | 3 | 93 | -8 | -13 | -7 | 1 | -0.4

Screening data from PubChem.
